M1 ag: agonists of human M1 muscarinic receptor; 0.33% of 360,000 active; CHO-K1 hM1, Fluo-8 calcium fluorescence, agonist mode; 0% DMSO, 100% acetylcholine EC100; activation, % at 3 µM; AID 588814;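 active means activation above the run's mean compound activation plus 3 SD, cut at about 16% in these data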;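 further: peak over basal fluorescence ratio within a 140 s kinetic read after compound addition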
Target sequence (P11229 whole entry, looked up): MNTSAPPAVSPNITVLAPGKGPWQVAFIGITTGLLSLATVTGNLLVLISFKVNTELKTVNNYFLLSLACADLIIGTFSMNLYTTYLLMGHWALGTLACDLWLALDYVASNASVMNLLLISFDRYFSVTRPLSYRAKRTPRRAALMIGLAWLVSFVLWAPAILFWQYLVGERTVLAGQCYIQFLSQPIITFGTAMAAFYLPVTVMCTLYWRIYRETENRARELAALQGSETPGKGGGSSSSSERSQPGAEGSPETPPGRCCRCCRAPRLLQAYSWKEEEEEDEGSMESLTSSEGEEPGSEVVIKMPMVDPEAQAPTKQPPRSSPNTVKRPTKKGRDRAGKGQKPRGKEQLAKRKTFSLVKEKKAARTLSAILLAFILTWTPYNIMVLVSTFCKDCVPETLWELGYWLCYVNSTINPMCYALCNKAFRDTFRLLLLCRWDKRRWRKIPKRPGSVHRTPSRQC
M4 ag: agonists of human muscarinic M4 receptor (CHRM4) | CHO-K1 hM4/Gqi5, Fluo-8 calcium fluorescence; vehicle 0%, full acetylcholine response 100% | P08173 | 0.14% of 360,000 active | AID 624127 | activation, % at 3 µM;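 active means activation above the run mean over all test wells plus 3 SD, cut at about 32% in these data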;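 further: peak over basal fluorescence ratio per well then scaled between controls; 0% = DMSO wells and 100% = acetylcholine at EC100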
Target sequence (P08173 whole entry, looked up): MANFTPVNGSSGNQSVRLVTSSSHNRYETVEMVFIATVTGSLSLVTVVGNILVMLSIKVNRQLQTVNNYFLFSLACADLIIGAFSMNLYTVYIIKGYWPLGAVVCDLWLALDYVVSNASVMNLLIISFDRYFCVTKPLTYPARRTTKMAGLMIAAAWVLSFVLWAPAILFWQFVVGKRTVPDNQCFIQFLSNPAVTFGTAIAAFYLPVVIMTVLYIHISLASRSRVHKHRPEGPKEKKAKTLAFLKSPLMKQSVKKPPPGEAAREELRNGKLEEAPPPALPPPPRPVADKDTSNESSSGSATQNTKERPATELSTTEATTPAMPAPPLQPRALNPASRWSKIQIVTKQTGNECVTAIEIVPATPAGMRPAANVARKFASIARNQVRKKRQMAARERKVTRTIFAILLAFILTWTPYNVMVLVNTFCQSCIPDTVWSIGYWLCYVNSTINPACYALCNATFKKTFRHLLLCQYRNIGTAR
CHO-K1 Ca antag: counter-screen for M1 antagonists: effect in parental CHO-K1 cells. ATP-induced calcium, Fluo-8 fluorescence. inhibition, % at 3 µM. 0.6% of 360,000 active. AID 602250;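 active means inhibition above a per-plate cutoff, the plate's mean sample inhibition plus 3 SD, cut at about 24% in these data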;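 further: 0% = DMSO plus EC80 ATP and 100% = DMSO alone without ATP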
CHO parental Ca: signal in parental CHO cells, OX1R antagonist counter-screen; 0.63% of 330,000 active; inhibition, % at 5.6 µM; AID 463079; parental CHO-K1, ATP-induced calcium, Fluo-8 fluorescence;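 active means inhibition above that plate's mean sample inhibition plus 3 SD, cut at about 26% in these data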;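 further: 0% = ATP-challenged DMSO wells and 100% = DMSO wells without ATP; some compounds past the cut are filed as inactive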
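test system = CHO parental line | reagent = ATP stimulus | measured by = intracellular calcium via Fluo-8 no-wash fluorescent dye | control set = ATP and no-ATP DMSO wells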
CHO-K1 Ca ag: nonselective activator or artifact in parental CHO-K1 cells | Fluo-8 calcium fluorescence; scaled to maximal ATP response, vehicle zero | activation, % at 3 µM | 0.48% of 360,000 active | AID 602248; in the data active means activation above about 15%;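 further: untransfected CHO-K1 host cells lacking M1 receptor as counterscreen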
M1 PAM: potentiates human M1 receptor response to acetylcholine. AID 588819. P11229. CHO-K1 hM1, Fluo-8 calcium fluorescence, ACh EC20; 0% = ACh EC20, 100% = maximal ACh. activation, % at 3 µM. 0.088% of 360,000 active; in the data active means activation above about 19%, passing the limit was not always enough
M4 antag: CHRM4 antagonism in calcium assay | inhibition, % at 3 µM | P08173 | 0.73% of 360,000 active | AID 624125 | CHO-hM4 cells, ACh EC80, Fluo-8 calcium fluorescence;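 active means inhibition above its plate's cutoff, the mean inhibition of sample wells plus 3 SD, cut at about 27% in these data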;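 further: 0% = acetylcholine EC80 with DMSO and 100% = DMSO without agonist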
CHRM1 antagonist: blocks human M1 muscarinic receptor; 1.3% of 360,000 active; P11229; CHO-K1 hM1, Fluo-8 calcium fluorescence, ACh EC80 antagonist; inhibition, % at 3 µM; AID 588852;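 active means percent inhibition above its own plate's cutoff, namely the mean of that plate's compound wells plus 3 SD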;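 further: peak over basal fluorescence ratio during 140 s after agonist addition; 0% = ACh EC80 plus DMSO and 100% = DMSO alone without agonist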
OXTR potentiator: human OXTR potentiation. AID 2445. activation, % at 3 µM. 0.061% of 320,000 active. CHO-OTR cells, Fluo-8 calcium fluorescence, potentiator mode; 0% = oxytocin EC15, 100% = EC100;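 active means activation above that plate's cutoff, the mean activation of tested compounds plus 3 SD, cut at about 6.6% in these data, passing the limit was not always enough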;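 further: 100% uses oxytocin at 75 nM as the full agonist control; some results filed as inactive read as strong as hits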
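Assay system: CHO cell line stably expressing human OTR | Also added: Oxytocin at about EC15, sub-maximal agonist stimulus | Times: Compound 6 min at room temperature before oxytocin, 100 s read | Measured by: Fluo-8 intracellular calcium fluorescence, ex 470-495, em 515-575 nm | Controls: EC15 oxytocin alone as 0%, 75 nM oxytocin as 100%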
* marks the source's active call; other numbers are inactive results; x = no result given.

Structure | M1 ag | M4 ag | CHO-K1 Ca antag | CHO parental Ca | CHO-K1 Ca ag | M1 PAM | M4 antag | CHRM1 antagonist | OXTR potentiator
CN(C)S(=O)(=O)c1cccc(NC(=O)c2cc(=O)[nH]c(=O)[nH]2)c1 | -2 | 1 | -13 | -1 | 0.6 | 9 | 3 | -15 | -4
COc1ccc(C(=O)NC(=S)NNC(=O)c2c(-c3ccccc3)noc2C)cc1OC | 16 | 7 | -7 | -5 | 15 | 0 | -8 | -1 | -17
CCN(CC(=O)Nc1c(F)cccc1F)C(=O)c1cc2ccccc2oc1=O | 0 | 2 | 1 | -8 | 0.1 | 0 | -28 | -11 | -8
CCCCc1nnc(NC(=O)C2CC(=O)N(Cc3ccccc3)C2)s1 (stereo not given) | -1 | 0 | 0 | -24 | 0.6 | 0 | 0 | 2 | -10
CCNC(=O)CSc1nc2cc([N+](=O)[O-])ccc2n1-c1cccc(C(F)(F)F)c1 | -6 | -1 | -4 | -21 | 1.6 | -2 | 0 | -4 | -13
O=c1c(-c2ccccc2)c(-c2ccccc2)oc2cc(O)cc(O)c12 | -4 | 5 | -10 | 30 | 0.1 | 5 | 2 | -1 | -22
CCOC(=O)c1nn(-c2ccc(F)cc2)c(=O)cc1OCC(=O)N1CCN(c2ccccc2)CC1 | -4 | -1 | -7 | -17 | -0.1 | 6 | -8 | -2 | -4
CC(OC(=O)c1ccc(Cl)c(S(N)(=O)=O)c1)C(=O)NCC1CCCCC1 (stereo not given) | -6 | 1 | -12 | -20 | 1.6 | 6 | 2 | -4 | -6
CN(C)CC(=O)N1CCc2ccccc2C1 | -3 | 0 | -10 | 11 | -0.2 | -3 | -4 | 5 | -9
CC(C)C(=O)Nc1cccc(S(=O)(=O)NC2=NCCC2)c1 | -4 | 1 | 2 | x | 0.1 | -1 | 0 | -10 | x
CCOc1ccccc1-n1nnnc1SCc1nc2ccccc2s1 | -3 | 14 | -12 | 14 | 8.2 | -14 | 10 | 19 | -10
Nc1c(S(=O)(=O)c2ccccc2)c2nc3ccccc3nc2n1Cc1ccco1 | -1 | 4 | 10 | -7 | 2.8 | 6 | 7 | 0 | 0
O=C(Nc1ccccc1)c1cc(C2COCCN2C(=O)c2ccccn2)on1 (stereo not given) | -1 | 1 | 22 | x | -0.4 | 17 | -13 | -32 | x
O=C(O)CCc1ccc(-c2ccc(F)cc2)n1Cc1ccco1 | 3 | 2 | -22 | -5 | 1.0 | 6 | 3 | -14 | -11
O=C1c2ccccc2C(=Cc2cccnc2)c2ccccc21 | -7 | 2 | -2 | x | 3.2 | -2 | -7 | -3 | x
Cc1ccccc1NC(=O)Cc1cccs1 | -1 | 1 | 7 | -4 | 0.0 | 7 | -3 | -7 | -3
CCCCOC(=O)Nc1nnc(CC(=O)NCc2ccccc2)s1 | -3 | 0 | -4 | -15 | 0.0 | -5 | 0 | 10 | -4
CCC(C)C(NC(=O)C1CCC(C)CC1)C(=O)NCCc1ccc(S(N)(=O)=O)cc1 (stereo not given) | 2 | 0 | -8 | -9 | -0.9 | 13 | -9 | 2 | -7
C=CCOc1ccc(/C=C(\C#N)C(=O)Nc2ccccn2)cc1OC | -2 | 1 | -12 | -14 | 0.7 | 5 | 5 | -13 | -1
Cc1c(C(=O)N2CCCc3ccccc32)oc2ccc(S(=O)(=O)N3CCOCC3)cc12 | -3 | 20 | 5 | -9 | 10 | -7 | 13 | 6 | -11
Cc1ccccc1Nc1nc(N)nc(COC(=O)c2c(C)noc2C)n1 | -1 | 1 | -12 | -8 | 0.1 | 3 | 0 | -10 | 1
CC1(NC(=O)C2CCN(C(=O)Nc3ccccc3)CC2)CCS(=O)(=O)C1 (stereo not given) | -4 | 1 | -2 | -7 | 1.5 | 8 | -4 | -11 | 0
FC(F)(F)c1cccc(-c2nc(COc3ccc(Cl)cc3Cl)no2)c1 | -5 | -1 | -11 | -15 | 0.6 | 5 | -8 | -10 | -1
COc1ccc(N=Cc2c(O)cc(C)oc2=O)cc1 | -4 | 2 | 16 | -11 | 16* | -2 | -3 | 3 | -10
COc1cccc(CC(NC(C)=O)C(=O)NC2CCN(c3nc(C)cc(C)c3C#N)CC2)c1 (stereo not given) | -3 | 3 | -6 | -27 | 0.5 | -3 | 2 | 4 | -8
O=C1[C@H](Cc2ccccc2)NCC=CC[C@@H](c2ccc(Cl)cc2)N1Cc1ccc(Cl)cc1 | 0 | 3 | -8 | x | 0.5 | 7 | 4 | 11 | x
CN(CCCNC(=O)Cn1cccc1C(=O)c1ccccc1)C1CCCCC1 | -5 | 1 | -24 | 7 | 0.1 | 5 | -9 | -4 | 3
N#C/C(=C(/O)CSc1nnc(Cc2cccs2)n1C1CCCCC1)c1nc2ccccc2[nH]1 | -2 | 1 | 16 | -34 | -0.7 | 1 | 6 | 1 | -11
Cc1nc2ccccc2c(=O)n1NC(=O)C1CC1 | -9 | 0 | -14 | -5 | 0.1 | 8 | -5 | -7 | -1
Cc1cccc(C(C(=O)NC2CCCCC2)N(Cc2cccnc2)C(=O)c2csnn2)c1 (stereo not given) | 1 | 3 | -9 | -35 | 1.5 | 16 | -2 | -7 | -6
O=S(=O)(c1ccc2ccccc2c1)N1CCCCCC1 | -11 | -1 | -11 | -15 | -0.1 | 8 | -8 | -4 | -10
Cc1c(C(=O)c2ccc(F)cc2)c2ccccn2c1CCc1ccccn1 | -13 | 2 | -2 | -1 | 1.1 | -16 | -5 | 5 | -22
COc1ccccc1CNCC(=O)Nc1ccc(N(C)C)cc1 | -7 | 0 | -6 | -1 | 2.9 | 0 | 0 | -2 | -12
COc1cccc(-n2cnnn2)c1 | -1 | 0 | 3 | 0 | 0.6 | 8 | -1 | -12 | -1
CCOC(=O)Cn1c(=O)c(-c2ccccc2NC)nc2ccccc21 | -4 | 0 | -8 | -30 | -0.7 | -7 | 5 | 10 | 0
COc1cccc(C(C)(O)c2nc(-c3cnc4ccccc4c3)cs2)c1 (stereo not given) | 2 | 14 | -5 | x | 7.5 | -2 | -8 | 3 | x
CC(=O)c1sc(C(=O)O)c(-c2ccco2)c1-c1ccco1 | -1 | 9 | -6 | -10 | 2.0 | 1 | -2 | -1 | 5
COC(=O)Cc1ccc(NC(=S)Nc2cccc(C)n2)cc1 | -8 | 1 | -6 | 14 | 1.6 | 5 | -2 | -5 | -5
C[C@H](NC(=O)c1nc[nH]c1C(=O)NCc1ccccc1)C(=O)OCc1ccccc1 | -6 | 15 | -29 | -36 | 2.2 | -4 | -7 | -3 | -3
O=C(CSCc1cc(=O)n2ccsc2n1)Nc1ccc(F)cc1 | -3 | 1 | -8 | -9 | 0.7 | 0 | -5 | 5 | -1
Cc1ccc(NC(=O)C2(N(C(=O)Cn3nnnc3N)c3ccc(C)cc3)CCCCC2)cc1 | -5 | 0 | 11 | -18 | 0.0 | 13 | -6 | -7 | -4
CCOc1ccc2nc(NCCNS(=O)(=O)c3ccccc3)c(C#N)cc2c1 | -3 | 1 | 14 | -8 | 0.4 | 2 | 13 | 0 | -3
O=C(CSc1ccc(F)cc1)Nc1ccc(Br)cc1 | -9 | 4 | -2 | -4 | 5.4 | -5 | 6 | -9 | -9
COc1ccc(CNS(=O)(=O)c2cn(C)c(=O)n(C)c2=O)cc1 | -1 | 1 | 3 | -2 | 0.1 | 13 | -11 | -13 | -8
CCOC(=O)c1sc2nc(CC(=O)OC)nc(NCc3ccc(F)cc3)c2c1C | -6 | 1 | -15 | -4 | 0.2 | 0 | -1 | -8 | -7
CC1CCCCC1NC(=O)CCS(=O)(=O)c1ccc(Cl)cc1 (stereo not given) | -3 | 0 | -1 | -9 | 0.1 | 1 | 1 | -4 | -4
COCCn1c(N)c(S(=O)(=O)c2cccs2)c2nc3ccccc3nc21 | -3 | 1 | -6 | -10 | 0.1 | 4 | 5 | -18 | -7
CSc1ccccc1NC(=O)c1ccc(N2CCCC2=O)cc1 | -4 | 1 | -19 | -7 | 0.8 | 10 | 9 | -8 | -3

One compound at a time, from the list above. Values in the order: M1 ag | M4 ag | CHO-K1 Ca antag | CHO parental Ca | CHO-K1 Ca ag | M1 PAM | M4 antag | CHRM1 antagonist | OXTR potentiator
COc1ccc(CNS(=O)(=O)c2cn(C)c(=O)n(C)c2=O)cc1 is listed as -1 | 1 | 3 | -2 | 0.1 | 13 | -11 | -13 | -8
O=C(CSCc1cc(=O)n2ccsc2n1)Nc1ccc(F)cc1 is listed as -3 | 1 | -8 | -9 | 0.7 | 0 | -5 | 5 | -1

New compounds follow:
Structure | M1 ag | M4 ag | CHO-K1 Ca antag | CHO parental Ca | CHO-K1 Ca ag | M1 PAM | M4 antag | CHRM1 antagonist | OXTR potentiator
CC(=O)Nc1ccc(OCC(O)Cn2cccn2)cc1 (stereo not given) | -1 | 1 | -3 | x | -0.2 | 6 | 2 | -6 | x
CCOC(=O)N1CCN(C(=O)CNC(=O)c2nn(-c3ccc(OC)c(Cl)c3)c(=O)c3ccccc23)CC1 | -4 | 20 | 0 | -24 | 8.4 | -4 | -1 | 9 | -4
Cc1cc(C)n2c(Nc3ccc4c(c3)OCCO4)c(C(C)C)nc2n1 | x | -3 | -16 | x | -0.8 | x | -10 | x | x
CCCNC(=O)C1(C)CCCN(C(=O)c2cccnc2Oc2ccccc2)C1 (stereo not given) | -3 | 0 | 5 | x | 0.1 | 9 | -9 | -12 | x
C[C@@H]1CN([C@H](C)CO)C(=O)CCCn2cc(nn2)CO[C@H]1CN(C)C(=O)Cc1ccccc1 | -5 | 0 | -5 | x | -0.5 | 4 | -3 | -11 | x
COc1ccccc1NC(=O)CNC(=O)c1ccccc1C | -3 | 1 | 9 | -7 | 12 | 0 | -2 | 2 | -6
O=C(NC1CCCc2c1cnn2-c1cc(F)cc(F)c1)c1cc[n+]([O-])cc1 (stereo not given) | -4 | 0 | 0 | 0 | 0.8 | 2 | 7 | -1 | 0
COC(=O)c1ccc(NC(=S)NCc2ccco2)cc1 | 2 | 6 | 30* | 8 | 0.9 | -3 | -9 | 4 | -2
CC(=O)c1cccc(Nc2ccc(C#N)cc2)c1 | -5 | 6 | 9 | x | 3.1 | 1 | -17 | 1 | x
CC(C)Cn1c(=O)c(C(=O)Nc2ccccc2S(N)(=O)=O)c(O)c2ccccc21 | -7 | 0 | -12 | -33 | 0.7 | 4 | 0 | 1 | -5
CC1=C(C(=O)OC(C)C)C(c2ccc3c(c2)OCO3)NC(=O)N1 (stereo not given) | -1 | 1 | -4 | -6 | 2.9 | 3 | 7 | -13 | -9
CCN1C[C@@H]2[C@@H]3C(=O)N(Cc4ccccc4)C(=O)[C@@H]3[C@](CC)(C1=O)N2C(=O)c1ccc(C(F)(F)F)cc1 | 0 | 0 | -5 | -15 | 0.3 | 3 | -6 | -7 | -1
CCOC(=O)c1sc2nc(C)nc(NCc3ccc(F)cc3)c2c1C | -7 | 9 | 0 | -28 | 4.9 | -12 | -5 | 11 | -5

High-throughput results from PubChem BioAssay.
